Screens as filed in PubChem BioAssay.
Platelet DG rel = modulates dense granule release in human platelets; human platelet-rich plasma, SFLLRN dense granule ATP release, luminescence; inhibition, %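 (compounds screened at 7.5 µM in platelet-rich plasma)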; hit rate 0.22% among 300,000;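 active = mean replicate score, as percent of positive control, at or above 50; inconclusive = mean below 50 but at least one replicate at or above 50; inactive = mean and every replicate below 50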
IEC-6 cytotox = counter-screen for KLF5 inhibitors: cytotoxicity in IEC-6 cells. inhibition, % at 5 µM. AID 1825. IEC-6 cytotoxicity, luminescence viability. hit rate 0.78% among 290,000; in the data active = inhibition above about 22%;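 note: 0% = plate median of test compound wells and 100% = cytotoxic reference compound wells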
HSP90 refold inh = blocks HSP90-mediated luciferase refolding in reticulocyte lysate. inhibition, % at 5.6 µM. AID 1789. hit rate 0.91% among 290,000. Rabbit reticulocyte lysate, luciferase refolding luminescence, 3 h;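 active = inhibition above the screen-wide mean plus 3 SD, computed separately per campaign, cut at about 16% in these data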;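 note: 0% = DMSO wells and 100% = 60 µM geldanamycin wells; inhibitors lower the luminescence because luciferase stays unfolded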
HIF act = HIF pathway transcriptional activation; U2OS HRE-luciferase reporter, luminescence; normalized: DMSO 0%, desferrioxamine 100%; activation, % at 7.5 µM (by protocol); hit rate 0.32% among 300,000;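 active = mean activation of at least 10% of the iron chelator positive control signal, with at least half of replicates also reaching 10%; inconclusive = mean and replicate majority disagree about reaching 10%; inactive = mean and most replicates under 10%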
HSF1 activator = increases HSF-1 driven luciferase reporter signal | NIH3T3-HGL HSF-1 luciferase reporter, MG132, 8 h; 100% = twice DMSO control signal | activation, % at 9 µM | hit rate 1.7% among 300,000 | AID 504408;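 active = mean replicate activation of at least 50% with a set share of replicates each reaching 50%; inconclusive = only one of those two conditions met; inactive = mean below 50% and too few replicates reaching it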;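 note: 0% = median of the neutral control wells and 100% = twice that signal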
HDAC3 inh = blocks human histone deacetylase 3. inhibition, % at 8.3 µM. recombinant HDAC3, fluorogenic peptide/trypsin coupled, fluorescence. hit rate 0.15% among 320,000; in the data active = inhibition above about 26%, passing the limit was not always enough; inconclusive = no clear call, values can overlap the other calls
Target sequence (O15379 whole entry, looked up): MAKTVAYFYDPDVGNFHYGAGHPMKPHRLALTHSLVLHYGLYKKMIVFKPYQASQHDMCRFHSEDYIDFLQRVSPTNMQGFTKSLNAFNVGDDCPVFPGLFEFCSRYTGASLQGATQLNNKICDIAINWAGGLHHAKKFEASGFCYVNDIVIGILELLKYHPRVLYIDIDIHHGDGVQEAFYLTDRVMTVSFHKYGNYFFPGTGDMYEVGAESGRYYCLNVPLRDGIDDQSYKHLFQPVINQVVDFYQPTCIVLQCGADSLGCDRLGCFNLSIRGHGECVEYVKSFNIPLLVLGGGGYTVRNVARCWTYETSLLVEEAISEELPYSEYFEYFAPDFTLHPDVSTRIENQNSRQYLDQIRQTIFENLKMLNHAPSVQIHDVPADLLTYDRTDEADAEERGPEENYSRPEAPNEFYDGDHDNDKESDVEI
aSyn 5UTR inh = MLPCN primary screen, SNCA 5' untranslated region; hit rate 0.82% among 300,000; inhibition, % (tested at 7.5 µM); alpha-synuclein 5'UTR reporter, inhibitor activity; AID 1813; in the data active = inhibition above about 60%; inconclusive = no clear call, values can overlap the other calls;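 note: H4 neuroglioblastoma cells stably carrying SNCA 5'UTR luciferase fusion; 0% = DMSO wells and 100% = positive control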
AI-2 QS modul = Vibrio harveyi AI-2 quorum sensing modulation | Vibrio harveyi JMH597 AI-2 luminescence/OD600 ratio, 9 h; hits give low values; strain lacks LuxN and CqsS sensors; 0 = neutral-control median | activity change, % at 7.5 µM | hit rate 0.4% among 300,000; in the data active = activity change below about -75%, passing the limit was not always enough; inconclusive = no clear call, values can overlap the other calls;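 note: luminescence divided by OD600 gain over 9 h not by final OD600 alone; inactives centre near 13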
KLF5 inh = suppresses KLF5 promoter-driven expression | hit rate 0.23% among 290,000 | AID 1700 | DLD-1 KLF5 promoter-luciferase reporter, luminescence | inhibition, % at 5 µM;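 active = inhibition above a per-plate limit of that plate's mean compound inhibition plus 3 SD, cut at about 60% in these data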;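 note: 0% = DMSO wells and 100% = LY294002 at 200 µM; higher means less KLF5 promoter-driven luciferase light; inactives centre near -14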
HSF1 inhib = HSF1 inhibition. hit rate 0.77% among 300,000. activity change, negative = inhibition, % at 7.5 µM (by protocol). AID 2098. NIH3T3-HGL HSE-luciferase, MG132-induced, luminescence 8 h; hits give low values;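 active = more than half of replicate wells show activity change below -50%, luminescence cut by over half; inconclusive = some wells, but at most half, below -50%; inactive = no replicate well below -50%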;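 note: luciferase reports HSF-1 transcriptional activity via heat shock element; 0% = median of DMSO wells and -100% = zero luminescence signal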
The depositor's hits bear a star; u = inconclusive; x = not tested or not shown. Compounds as they come. About 5% of those tested had a hit in this group.

SMILES	Platelet DG rel	IEC-6 cytotox	HSP90 refold inh	HIF act	HSF1 activator	HDAC3 inh	aSyn 5UTR inh	AI-2 QS modul	KLF5 inh	HSF1 inhib
Cc1c(OCC(=O)N[C@@H](CSCc2ccccc2)C(=O)O)ccc2c3c(c(=O)oc12)CCC3	2	3	0	0.0	1	x	12	-1	6	0
O=S(=O)(/C=C/c1ccccc1)N1CCN(Cc2ccc3c(c2)OCO3)CC1	7	-4	3	-0.7	-5	-4	8	11	14	-4
c1ccc(-c2nc3nc4ccccc4nc3n2CC2CCCO2)cc1 (stereo not drawn)	-1	-2	-1	0.4	13	-18	-19	-5	-24	8
Oc1ccc(-c2n[nH]c(=S)n2Cc2ccco2)cc1	1	-5	4	-0.1	-10	5	19	22	-19	-6
COc1cnc(SCc2ccc(Cl)c(Cl)c2)nc1Cl	-1	-4	2	-0.2	12	1	-10	-4	11	5
CNS(=O)(=O)c1ccc2nc(NC(=O)/C=C/c3ccco3)sc2c1	2	-8	-1	0.9	1	-4	-230	17	-38	0
N#Cc1cn(CC(=O)O)c2ccccc12	5	2	5	-0.3	-5	-3	23	14	11	-6
COc1cc(OC)c(OC)cc1CNC(=O)CCN1C(=O)c2cccc([N+](=O)[O-])c2C1=O	10	2	-1	0.0	0	0	-2	13	10	-4
COCCSc1nnc(NC(=O)CCS(=O)(=O)Cc2ccccc2)s1	-5	-1	9	-0.6	-6	2	-3	6	12	-3
O=C(COC(=O)c1cn(-c2ccccc2)nc1-c1ccccc1)Nc1ncc(Cl)cc1Cl	-4	-2	3	0.4	-2	-3	9	5	-4	6
COc1ccc(C2CC2C(C)=O)cc1 (stereo not drawn)	-4	-4	-2	0.1	-13	6	5	21	-7	-9
CN(Cc1c(C(=O)N2CCCCCCC2)nc2ccc(Cl)cn12)C1CCOC1 (stereo not drawn)	-7	4	-1	0.0	5	-1	-3	5	-24	-6
CCc1cccc(C)c1NC(=O)CCCSc1nc2ccccc2s1	-4	2	-5	0.0	18	-5	-12	44	-29	3
Cc1cc([N+](=O)[O-])c(-c2ccc(/C=N/n3cnnc3)o2)cc1Cl	-8	-2	0	0.0	-1	-1	-2	20	-11	-2
O=C(CN(C(=O)CCNC(=O)c1ccco1)c1ccccc1)NC1CCCC1	13	6	4	1.7	12	-7	13	5	-3	0
O=C(CCS(=O)(=O)c1ccc(F)cc1)Nc1nnc(-c2ccco2)o1	0	x	x	0.6	2	1	-29	19	x	-2
O=c1c2ccccc2c(-c2ccc(Cl)cc2)nn1-c1ccccc1	0	-6	1	-0.6	4	-4	35	7	-23	2
COc1cccc(-c2nc(CS(=O)(=O)CC(=O)Nc3ccccc3Cl)c(C)o2)c1	-5	2	-1	0.6	-17	2	27	11	-6	1
Cc1ccc(C(=O)NCC(=O)OCc2csc(-c3ccccc3)n2)cc1	-5	1	-2	0.5	11	0	-15	-8	-20	11
CC(=O)N1CCC(C(=O)Nc2ccc(S(=O)(=O)N3CCCCC3)cc2)CC1	-15	5	4	-1.0	0	-8	-1	25	-45	-2
Cc1noc(C)c1S(=O)(=O)N1CCC(C(N)=O)CC1	-7	-6	-4	-0.1	-3	-4	9	27	-31	-4
COC(=O)C1=C(C)N(C)C(=S)NC1c1ccccc1 (stereo not drawn)	2	-2	-2	0.1	-3	-2	30	10	-43	-5
O=C(CCC1N=C2c3ccccc3N=C(SCc3cccc(Cl)c3)N2C1=O)NCc1ccco1 (stereo not drawn)	-2	8	5	0.3	37	6	-17	7	-17	9
COc1ccc2[nH]c(C(=O)Nc3cccc(C)n3)cc2c1	12	-1	23*	0.4	61*	-14	-22	6	-71	25
CCOC(=O)CSc1nnc(-c2ccco2)n1-c1ccccc1	4	0	0	-0.1	8	2	5	40	3	-6
COCCNC(=O)CSc1nc2nn(-c3ccccc3)c(=O)c-2c2n1CCCCC2	14	0	2	-0.2	11	3	-15	17	-19	4
Cc1cccc(-c2nnc(SCC(=O)Nc3cccc(C(=O)N4CCOCC4)c3)n2C)c1	-11	4	-5	x	0	-1	10	4	2	-5
CCN1CCN(c2cc(C)c3cc(NC(=O)c4cncc(Br)c4)ccc3n2)CC1	-1	5	-1	1.5	-17	11	-37	7	-8	-9
CC(=O)Nc1c(-c2ccccc2)nc2ncccn12	-2	-2	1	-0.4	2	-19	5	-2	-1	-6
COc1cc(/C=C/C(=O)OCC(=O)Nc2ccc(C)cc2[N+](=O)[O-])ccc1O	-23	2	0	0.0	6	-17	-25	18	4	0
CCCc1cc(C(=O)N2CCCC(C(=O)c3ccc(Cl)cc3)C2)n(C)n1 (stereo not drawn)	-9	1	2	0.0	-48	2	7	-7	-19	-32
O=C(CN1C(=O)c2ccccc2S1(=O)=O)NCCSCc1c(F)cccc1Cl	3	3	0	0.5	4	-3	-19	19	-13	8
CCc1cccc(C)c1NC(=O)c1ccc(CN2CCc3ccccc3C2)cc1	-6	2	1	-0.6	3	3	-2	27	24	-1
CCOC(=O)c1nnn(-c2nonc2N)c1CN1CCc2ccccc2C1	-3	-1	3	-0.4	8	0	-16	18	-44	2
Cc1cc(C)n2c(SCC(=O)N(C)C3CCS(=O)(=O)C3)nnc2n1 (stereo not drawn)	-2	-8	-2	0.2	3	0	8	30	-8	2
Cc1c(NC(=O)c2ccc(C(C)(C)C)cc2)cccc1[N+](=O)[O-]	-1	-5	3	1.9	72*	8	-133	7	-83	41
Cc1ccc(S(=O)(=O)NCC(=O)N(CC(=O)NC2CCCCC2)CC2CCCO2)cc1 (stereo not drawn)	-1	2	7	0.1	-2	-1	0	23	3	-9
CCCOc1ccc(/C=N/Nc2cccc([N+](=O)[O-])c2)c(O)c1	2	-6	1	3.5	6	3	-164	18	-39	17
CCN(C(=O)CN1C(=O)S/C(=C\c2ccc(F)cc2)C1=O)C1CCS(=O)(=O)C1 (stereo not drawn)	6	-5	-3	1.0	32	7	-19	22	-21	11
O=C(O)c1ccccc1OC(C(=O)Nc1cc(Cl)cc(Cl)c1)c1ccccc1 (stereo not drawn)	0	2	5	-0.3	58*	0	44	23	-4	14
Cc1cc(C)c(C(=O)N2CCCC(CNS(=O)(=O)N(C)C)C2)o1 (stereo not drawn)	8	4	0	0.2	0	-1	-10	21	-9	8
CC(Sc1nnc(-c2ccccc2F)n1C1CC1)C(=O)NC(N)=O (stereo not drawn)	0	9	-3	-0.2	7	u	6	22	-1	-1
CO/N=C(\c1nonc1N)N1CCN(c2ccc(Cl)cc2[N+](=O)[O-])CC1	0	-2	-5	-0.6	6	9	-9	18	-17	3
CC(C)c1nnc(NC(=O)c2cccc(NC(=O)C(F)(F)F)c2)s1	-8	5	0	-0.5	3	-1	13	30	-134	-1
O=C(NNC(=O)c1ccc(Cl)cc1Cl)Nc1ccccc1	-1	0	3	0.9	-40	-2	-23	28	0	-31
Cc1ccc(SCC(=O)OCC(=O)NCCC2=CCCCC2)cc1	-2	x	x	-0.8	-20	7	-9	16	x	-8
O=c1c2ccccc2sc2nc(C3CCCCC3)n(Cc3ccco3)c(=O)c12	-1	8	3	0.1	86*	x	-7	10	-30	84
O=C(N/N=C/c1ccccn1)c1cc(C2CC2)[nH]n1	3	-10	1	3.7	24	-2	-60	32	-44	16
N#Cc1cccc(NC(=O)C2SC(=Nc3ccccc3)C(C(=O)N3CCOCC3)=C2N)c1 (stereo not drawn)	-3	-6	-1	0.5	14	3	-25	-1	-6	2
CCCNC(=O)COC(=O)c1ccc(Cl)c(S(=O)(=O)N2CCCC2)c1	8	-4	-6	-0.2	3	5	2	20	-18	-4
Nc1cc(N)nc(SCC(=O)Nc2ccccc2N2CCOCC2)n1	-7	-8	-6	-0.2	27	-10	-2	11	-9	7
O=C(N/N=C/c1cccc(O)c1)c1cc(-c2ccccc2)nc2ccccc12	2	-2	-1	1.6	19	17	9	25	-2	24
Cn1cc(SCC(=O)Nc2ccc3c(c2)OCO3)c2ccccc21	-6	9	2	-0.1	-8	0	-21	25	-38	-2
CC(=O)Nc1cccc(-c2cn3ccccc3n2)c1	7	2	1	0.0	45	-8	-78	9	-78	20
Cc1ccccc1-c1nnc(CS(=O)(=O)c2ccccc2)o1	-9	6	13	-13	127*	-1	-17	x	-125	76
CC(C)CC(=O)NC(=S)NCc1ccccc1	30	-1	0	-0.6	-4	14	9	-5	-7	-2
COc1ccccc1N1CCN(Cc2ccsc2)CC1	2	4	0	-0.1	3	-7	19	1	-4	4
COc1ccc(C2CC3(CC(C)(C)NC(SC)=N3)Oc3cc(O)cc(C)c32)cc1 (stereo not drawn)	18	-4	-1	-0.6	11	-1	-34	15	5	-6
COc1cc(OC)c(NC(=O)CN(C)S(=O)(=O)c2ccc3[nH]c(=O)oc3c2)cc1Cl	14	-5	-2	0.0	-58	-1	-5	21	-40	-44
CCOC(=O)CCNCc1ccc(F)cc1	11	0	1	-0.7	-8	-6	-16	17	-8	-2
(further entries)
SMILES	Platelet DG rel	IEC-6 cytotox	HSP90 refold inh	HIF act	HSF1 activator	HDAC3 inh	aSyn 5UTR inh	AI-2 QS modul	KLF5 inh	HSF1 inhib
CCN(CC)S(=O)(=O)c1ccc2c(c1)c(=O)c(C(=O)N1CCc3ccccc3C1)cn2C	5	-3	5	-0.2	-4	2	28	28	-5	0
CCCCC(=O)Nc1c(-c2cccc(OC)c2)c(=O)c2ccccc2n1C	-2	2	1	1.8	-8	1	7	31	-4	3
CCc1cc2c(=O)c(-c3ccc4c(c3)OCCO4)c(C)oc2cc1OS(C)(=O)=O	-1	-1	0	0.2	-3	5	10	-1	-27	3
CC(=O)c1ccc(NC(=O)C2C3C=CC(O3)C2C(=O)O)cc1 (stereo not drawn)	6	-4	2	-0.5	58*	-3	-16	13	-40	11
O=C(COc1ccccc1)NCC(=O)NC1=NCCS1	6	5	-1	0.0	1	4	0	13	7	3
COc1ccc(Cc2nc3ccc(C(=O)N(C)CC4COCCO4)cc3o2)cc1 (stereo not drawn)	2	-1	-1	1.4	50	-4	-45	14	-51	18
Cc1cc(Cl)cc(Cl)c1OCCOCCN(C)C	-4	3	4	-0.1	-16	0	23	6	-16	1
CC(O)c1nc(C(C)O)n(CC(=O)c2ccccc2)n1 (stereo not drawn)	-3	x	x	1.1	-16	-1	-4	3	x	-2
O=C(CSc1ncn[nH]1)N/N=C/c1ccc(F)cc1	-17	3	-1	-0.2	-8	3	10	-6	-18	-6
Cc1ccc(Sc2nnc(Cc3ccccc3)c3ccccc23)cc1	10	-2	3	0.6	49	6	11	x	14	28
O=C(NCc1ccc(-c2nc3ccccc3s2)cc1)c1cc2ccccc2o1	-12	-4	5	-2.3	32	x	18	7	-5	6
COc1ccc(Br)cc1CN(C)C(C)C(=O)Nc1cccc(C(C)=O)c1 (stereo not drawn)	-15	3	1	-0.4	40	u	-1	7	18	0
O=C(NC(=S)Nc1ccc2oc(=O)ccc2c1)c1ccco1	1	6	8	-0.1	-2	1	-54	5	-23	-3
